Assay outcomes: PubChem BioAssay, Icahn School of Medicine at Mount Sinai
RBX1-CUL1 inh: blocks human RBX1-Cullin-1 di-ubiquitin formation; P62877+Q13616; AID 1347404; 0.6% of 140,000 active; in vitro K48 di-Ub FRET, acceptor:donor ratio, 45 min; inhibition, % at 10 µM; in the data active means inhibition above about 25%
Target sequence (P62877 whole entry, looked up): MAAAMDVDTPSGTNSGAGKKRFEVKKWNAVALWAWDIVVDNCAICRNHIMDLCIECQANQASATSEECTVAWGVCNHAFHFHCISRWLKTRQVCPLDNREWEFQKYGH
Target sequence (Q13616 whole entry, looked up): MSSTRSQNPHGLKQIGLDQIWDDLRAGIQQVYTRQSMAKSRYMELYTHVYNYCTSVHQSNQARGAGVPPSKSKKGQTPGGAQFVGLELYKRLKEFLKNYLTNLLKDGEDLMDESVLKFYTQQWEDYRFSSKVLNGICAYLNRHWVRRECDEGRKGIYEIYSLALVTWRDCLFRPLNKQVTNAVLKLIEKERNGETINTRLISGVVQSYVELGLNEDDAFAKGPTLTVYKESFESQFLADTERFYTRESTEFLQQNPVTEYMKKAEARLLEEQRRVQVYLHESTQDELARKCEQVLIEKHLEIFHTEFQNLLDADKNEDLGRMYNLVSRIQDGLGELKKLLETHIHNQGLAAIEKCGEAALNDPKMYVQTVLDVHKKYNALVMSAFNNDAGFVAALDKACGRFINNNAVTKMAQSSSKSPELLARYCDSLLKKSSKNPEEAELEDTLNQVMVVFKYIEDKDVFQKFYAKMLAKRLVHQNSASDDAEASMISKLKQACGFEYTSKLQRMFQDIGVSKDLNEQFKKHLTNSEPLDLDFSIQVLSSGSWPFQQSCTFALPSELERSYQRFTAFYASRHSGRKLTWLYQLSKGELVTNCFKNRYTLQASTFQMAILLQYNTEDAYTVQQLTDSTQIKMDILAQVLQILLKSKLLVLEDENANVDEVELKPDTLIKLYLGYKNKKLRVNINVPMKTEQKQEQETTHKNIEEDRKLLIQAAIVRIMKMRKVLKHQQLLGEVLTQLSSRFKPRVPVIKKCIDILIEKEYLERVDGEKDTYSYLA
Active calls of the source: *. This is a subset, so the mix of outcomes need not match the whole.

RBX1-CUL1 inh | SMILES
-4 | COC(=O)C1CCC(=S)N1C(=O)c1ccccc1 (stereo unspecified)
-18 | COc1ccc(CCNC(=O)CS(=O)Cc2nc(-c3ccc(C)cc3)oc2C)cc1OC (stereo unspecified)
4 | CCCCOc1ccc(C2C(C(=O)c3ccc(C)c(F)c3)C(=O)C(=O)N2CCN(CC)CC)cc1 (stereo unspecified)
0 | Cc1ccc(C(=O)CC2=NC(=O)CS2)cc1
-6 | CCOc1cc2c(cc1OCC)C(c1c(O)cccc1OC)NCC2 (stereo unspecified)
11 | CC1C(=O)N=C(SCC(=O)Nc2ccc(Cl)cc2Cl)N(c2ccc(F)cc2)C1=O (stereo unspecified)
2 | O=C(O)CCCNC(=O)C(Cc1ccc2c(c1)OCO2)=NC(=O)c1cccc(Br)c1
2 | O=C(OCc1ccccn1)c1ccc(COc2cccc3ccccc23)cc1
3 | CCOc1cc(C2C(C(=O)c3cc4ccccc4o3)C(=O)C(=O)N2Cc2ccco2)ccc1O (stereo unspecified)
-11 | COC(=O)c1sccc1NC(=O)c1ccc([N+](=O)[O-])cc1
9 | COCCn1c(=O)c2c(nc3n2CC(C)CN3c2ccc(C)cc2)n(C)c1=O (stereo unspecified)
15 | Cc1ccc(OCC(O)CN2CCN(Cc3ccc4c(c3)OCO4)CC2)c(C)c1 (stereo unspecified)
-2 | COc1ccc(C(O)c2c(CN3CCCCC3)c3ccccc3n2C)cc1 (stereo unspecified)
-2 | CC1CCN(S(=O)(=O)c2csc(C(N)=O)c2)CC1
-6 | C=CCNC(=O)C1CC1(c1cccc(C)c1)c1cccc(C)c1 (stereo unspecified)
11 | CCCCC(=O)N1CCN(c2nc(Cc3ccccc3)c3c(c2C#N)CC(C)(C)OC3)CC1
1 | CCCN1C(=O)C(O)(CC(=O)c2ccc(C(C)C)cc2)c2ccccc21 (stereo unspecified)
8 | COC(=O)C(NC(=O)c1ccccc1Cl)(Nc1nc2c(s1)CCCC2)C(F)(F)F (stereo unspecified)
11 | O=C1NC(=Nc2ccc(Br)cc2)S/C1=C\c1ccccc1O
-16 | C[C@H]1Oc2ccccc2C(=O)C1C(=O)c1ccccc1 (stereo partly specified)
-65 | Cc1ccc(-c2cn3c(n2)sc2cc(C(=O)NCCCN4CCCCC4)ccc23)cc1
-11 | CCOc1ccc(NC(=O)CCc2nnc3n(C)c(=O)c4sccc4n23)cc1
3 | O=C(CCC1CCCN(C(=O)CN2CCCCC2)C1)N1CCN(c2ccccn2)CC1 (stereo unspecified)
-9 | CCC(C)(C)C1CCc2nc3sc(C(=O)N4c5ccccc5Sc5ccccc54)c(N)c3cc2C1 (stereo unspecified)
-18 | CCOC(=O)c1c(NC(=O)CN(c2cc(C(F)(F)F)ccc2Cl)S(=O)(=O)c2ccccc2)sc2c1CCCC2
2 | CCN1C(=O)CC(C(=O)Nc2ccc(Cl)cc2)SC1=Nc1ccc2c(c1)OCO2 (stereo unspecified)
1 | CCN(CC)CCCNC(=O)CCCn1c(=O)[nH]c2ccc(Br)cc2c1=O
-18 | Cc1nc2c3ccccc3nc(NNC(=O)CCC(=O)N3CCN(c4ccc(F)cc4)CC3)n2n1
-5 | CCN1C(=O)C(F)(CC)C(=O)c2ccccc21 (stereo unspecified)
-5 | O=C1C2=C(CCCC2)N(c2ccccc2)C(=O)C1Sc1ccc(Cl)cc1 (stereo unspecified)

More compounds.
RBX1-CUL1 inh | SMILES
3 | CSC(=NC#N)SCSc1nc2ccccc2s1
6 | CCCCc1ccc(C#CC(=O)Oc2ccc(C#N)cc2)cc1
0 | CCOC(=O)c1cc(C(=O)OCC)c2cccc(C)n2c1=O
-9 | Cn1ncc(N2CCC(CNC(=O)c3cn[nH]c3-c3cccs3)C2)cc1=O (stereo unspecified)
3 | CCN1c2ccccc2-c2nc(SCC(=O)Nc3cccc(C(F)(F)F)c3)ncc2S1(=O)=O
-8 | C=CCOc1ccccc1/C=N/Nc1nc(-c2ccccc2)c(C)s1
-6 | CC1(C)CC(=O)C(C2=NC(C)(C)Cc3ccccc32)C(=O)C1
0 | CC(C)Oc1cccc(-c2cc(C(=O)NC(=S)Nc3ccccc3O)c3ccccc3n2)c1
5 | O=C(CSc1nccn1-c1ccccc1)Nc1nc2ccccc2s1
-1 | Cc1cc2ccccc2n1-c1ccc(C(=O)N2CCCCC2)s1
4 | O=S(=O)(c1ccc2ncccc2c1)n1nnc2ccccc21
-8 | O=c1cc(N2CCCC2)cnn1Cc1ccc(Cl)s1
-6 | COc1cccc(N2CC(NC(=O)c3ccc(S(=O)(=O)N4CCCC4)cc3)CC2=O)c1 (stereo unspecified)
-2 | Cc1ccc(-c2cc(C(=O)N3CCN(S(=O)(=O)c4ccc(Br)cc4)CC3)[nH]n2)cc1C
4 | O=C(NCc1ccc(F)cc1)c1cc2n(n1)CCCN(Cc1ccc(F)cc1)C2=O
-1 | CCCCCCCCCCOc1ccc(N=C(CC)C(CC)=Nc2ccc(OCCCCCCCCCC)cc2)cc1
5 | O=C(NCCSc1ccc(Cl)cc1)c1ccco1
-3 | O=C1CC(c2nc3cc4ccccc4cc3[nH]2)CN1c1ccc(Cl)cc1 (stereo unspecified)
6 | O=C(NCCc1ccccc1)C1CCC(CNS(=O)(=O)c2ccc(Cl)cc2)CC1 (stereo unspecified)
-6 | CCOc1ccc(NC(=O)CSc2nnc3c(C)cc4ccccc4n23)cc1
9 | NS(=O)(=O)c1ccc(N2CCN(CCO)CC2)nc1
-11 | Cc1cc(C)cc(N2C(=O)CC(Sc3nnnn3-c3ccccc3)C2=O)c1 (stereo unspecified)
-5 | CCc1nn(CC(=O)N2CCCCC2)c(=O)c2cc3occc3n12
2 | Cc1c(C(c2cccc(Cl)c2)c2c(C)n(C)c3ccccc23)c2ccccc2n1C
-2 | C=CCn1c(SCC(=O)Nc2sc3c(c2C#N)CCCCC3)nc2scc(-c3ccco3)c2c1=O
0 | Cc1cc(Nc2ccc(C(C)C)cc2)nc(-n2nc(C)cc2C)n1
93* | O=C(O)c1ccc(C2Nc3cccc4cccc(c34)N2)cc1
3 | S=C(NC1CCCC1)NC1CCCC1
1 | O=C(c1cccc([N+](=O)[O-])c1)N(Cc1ccc(Cl)cc1Cl)c1cccc(Cl)c1
1 | COC(=O)c1ccccc1CSC(=N)N

17 compounds from above, sorted by length of the SMILES, descending.
RBX1-CUL1 inh | SMILES
-2 | Cc1ccc(-c2cc(C(=O)N3CCN(S(=O)(=O)c4ccc(Br)cc4)CC3)[nH]n2)cc1C
-2 | C=CCn1c(SCC(=O)Nc2sc3c(c2C#N)CCCCC3)nc2scc(-c3ccco3)c2c1=O
1 | O=C(c1cccc([N+](=O)[O-])c1)N(Cc1ccc(Cl)cc1Cl)c1cccc(Cl)c1
-1 | CCCCCCCCCCOc1ccc(N=C(CC)C(CC)=Nc2ccc(OCCCCCCCCCC)cc2)cc1
0 | CC(C)Oc1cccc(-c2cc(C(=O)NC(=S)Nc3ccccc3O)c3ccccc3n2)c1
2 | Cc1c(C(c2cccc(Cl)c2)c2c(C)n(C)c3ccccc23)c2ccccc2n1C
6 | O=C(NCCc1ccccc1)C1CCC(CNS(=O)(=O)c2ccc(Cl)cc2)CC1 (stereo unspecified)
-3 | O=C1CC(c2nc3cc4ccccc4cc3[nH]2)CN1c1ccc(Cl)cc1 (stereo unspecified)
0 | Cc1cc(Nc2ccc(C(C)C)cc2)nc(-n2nc(C)cc2C)n1
-8 | C=CCOc1ccccc1/C=N/Nc1nc(-c2ccccc2)c(C)s1
5 | O=C(CSc1nccn1-c1ccccc1)Nc1nc2ccccc2s1
6 | CCCCc1ccc(C#CC(=O)Oc2ccc(C#N)cc2)cc1
9 | NS(=O)(=O)c1ccc(N2CCN(CCO)CC2)nc1
5 | O=C(NCCSc1ccc(Cl)cc1)c1ccco1
3 | CSC(=NC#N)SCSc1nc2ccccc2s1
1 | COC(=O)c1ccccc1CSC(=N)N
3 | S=C(NC1CCCC1)NC1CCCC1

(listing goes on)
RBX1-CUL1 inh | SMILES
-4 | CCC(=O)N1CCc2cc(S(=O)(=O)CCC(=O)N(C)c3ccc(OC)cc3)ccc21
6 | COc1ccc(CCNC(=S)Nc2c(Cl)cncc2Cl)cc1OC
-7 | COc1ccc2c(CNCc3cccs3)c(C(=O)O)n(Cc3ccccc3F)c2c1
-2 | CCOc1ccc(C2C(C(=O)Nc3ccc(OC)cc3)C(C)=Nc3nc(CCCO)nn32)cc1 (stereo unspecified)
2 | CC(Oc1ccc(Br)cc1Br)C(=O)Nc1ccc(S(=O)(=O)Nc2nccs2)cc1 (stereo unspecified)
0 | COc1ccc(C(=O)N2CCCC2)cc1C
1 | O=C(CSc1n[nH]c(-c2ccccc2)n1)NCCc1ccccc1
7 | CCN(CC)C(=O)Cn1cc(C(=O)N(C)C(C)c2cccs2)nn1 (stereo unspecified)
6 | COC(=O)/C=C1/C(=O)C2=C3N(CCCC2)CCCN31
3 | CC(=O)Nc1ccc(Br)c2cccnc12
6 | Cc1c(Cl)c(C(F)(F)F)nn1CC(=O)Nc1ccccc1C(F)(F)F
-1 | CC(C)CC(=O)Nc1ccccn1
6 | O=C(COc1ccc(Br)cc1)Nc1ccc(N2CCCCC2)c(Cl)c1
-6 | Cc1ccc(N2C(=O)/C(=C/c3sccc3C)C(=O)NC2=S)cc1Cl
1 | COc1ccc(-c2csc(N=CC3C(=O)OC(C)(C)OC3=O)n2)cc1
3 | COc1ccc(CCNC(=O)c2ccc3c(c2)CCN3S(=O)(=O)c2ccc(C)cc2)cc1OC
11 | CC1=NN(C)c2nc3c(c(=O)n(CCc4ccccc4)c(=O)n3C)n2C1
-3 | COC1=Cc2ccccc2C(O)(C2CCSCC2)c2ccsc21 (stereo unspecified)
0 | COc1ccc(C2C3C(=O)CC(C)(C)CC3=Nc3ccccc3N2C(=O)C(F)(F)F)c(OC)c1 (stereo unspecified)
-4 | CC(C)(C)OC(=O)Nc1cc2ccc1CCc1ccc(cc1)CC2
0 | Cc1ccc(Oc2ncccc2CNC2CCCCC2)cn1
0 | NC(=O)CCC(=O)N1CCCC(CNC(=O)c2cccc3ccccc23)C1 (stereo unspecified)
-3 | CC(CN1CCCC1)OC(=O)c1ccc(F)cc1 (stereo unspecified)
-4 | O=C(CSc1nc2ccccc2nc1SCC(=O)c1ccccc1)c1ccccc1
5 | CC(C)(C)C1CCc2c(sc3c2C(=O)NC(c2ccncc2)N3)C1 (stereo unspecified)
-8 | CCNC(=O)Cn1c(-c2cccs2)cc2ccccc21
0 | CCOC(=O)c1c(-c2cccs2)csc1NC(=O)CSc1nnc2sc3ccccc3n12
1 | O=C1CC(c2ccccc2)Sc2nc3ccccc3n21 (stereo unspecified)
1 | Cc1ccc(S(=O)(=O)CCc2nnc(NC(=O)c3ccccc3)s2)cc1
-2 | O=C1CCCC2=C1C(c1ccc3c(c1)OCO3)C1=C(CCCC1=O)O2

Three compounds from above, ordered by the value under RBX1-CUL1 inh, falling:
RBX1-CUL1 inh | SMILES
7 | CCN(CC)C(=O)Cn1cc(C(=O)N(C)C(C)c2cccs2)nn1 (stereo unspecified)
-1 | CCCCCCCCCCOc1ccc(N=C(CC)C(CC)=Nc2ccc(OCCCCCCCCCC)cc2)cc1
-4 | O=C(CSc1nc2ccccc2nc1SCC(=O)c1ccccc1)c1ccccc1

Remaining list, next part:
RBX1-CUL1 inh | SMILES
6 | O=C(CCN1CCCCC1=O)NCc1ccc2[nH]c3c(c2c1)CCCC3
-10 | O=C(NCCc1nc2ccccc2n1Cc1ccccc1)c1ccco1
11 | Cc1cccc(NC(=O)CSc2nc3c(oc4ccccc43)c(=O)n2-c2ccccc2)c1C
6 | O=C(NCC1(N2CCCCC2)CCCCC1)c1cnn(-c2nccc(-c3ccco3)n2)c1C1CC1
-8 | Cc1cc(NC(=O)C(C)(C)Oc2ccc(Cl)cc2)cc(-c2nc3ncccc3o2)c1O
0 | CC(CS(=O)(=O)c1ccc(N2CCCC2=O)cc1)N1CCCCC1 (stereo unspecified)
6 | COC(=O)C1CCCCN1C(=O)c1c(OC)cc(=O)n2c1CCN(Cc1ccc(F)cc1)CC2 (stereo unspecified)
3 | Cc1ccc(Sc2ccc(Cl)cc2)cc1
-6 | CCN(CC)C(=O)CSc1nc2ncccc2[nH]1
4 | O=C(c1ccccc1)N1CCC(c2nc3ccccc3o2)CC1
3 | CN1C(=O)c2ccccc2Sc2ccc(NC(=O)NCc3cccc(Cl)c3)cc21
8 | c1ccc2c(c1)ccc1ccc3ncsc3c12
5 | CC(C)c1nc(C(=O)N2CCCC(N(C)Cc3ccccc3)C2)cs1 (stereo unspecified)
-6 | CCc1cccc(NS(=O)(=O)c2ccc(-n3cccn3)cc2)c1
-2 | COc1cc(S(=O)(=O)n2ccc(C)n2)ccc1Cl
-1 | O=C(CSc1nc2ccccc2[nH]1)NC1CCCCC1
3 | C#CCSc1nc2ccccc2c(=O)n1CC
-8 | Cc1ccc(N2C(=O)/C(=C/c3c4ccccc4cc4ccccc34)C(=O)N(c3ccccc3)C2=S)cc1C
-3 | CCOc1ccc(NS(=O)(=O)c2ccc3c(c2)C(=O)C(C(=O)NCc2ccccc2)C=N3)cc1 (stereo unspecified)
13 | C=CCn1c(SCC(=O)Nc2ccccc2F)nc2scc(-c3ccc(C)o3)c2c1=O
-4 | COc1cccc(Nc2ccc3cc(S(=O)(=O)N4CCC(C)CC4)ccc3n2)c1
-2 | Cc1cccc(Nc2cc(C)nc(-n3nc(C)cc3C)n2)c1
-1 | O=C(Cc1nc2ccc([N+](=O)[O-])cc2[nH]c1=O)c1ccc(Cl)cc1
-2 | COc1ccc(C(=O)Nc2nnc(SCC(=O)N3CCN(c4ccccc4)CC3)s2)cc1
-14 | Cc1cc(CN2CCC(n3cc(C(C)(C)O)nn3)CC2)c(C)s1
4 | CCOC(=O)c1c(-c2ccccc2)oc2ccc(NS(=O)(=O)c3ccc(C)cc3C)cc12
-5 | Cc1ccccc1OCC(O)CN1CCNCC1 (stereo unspecified)
12 | CCOC(=O)c1c(-c2ccc(Cl)cc2)csc1NC(=O)c1ccccc1
-2 | CCC(CC)C(=O)Oc1ccc(Cl)cc1
